Statin myotox sup: suppression of simvastatin myotoxicity. rescue of ATP level, % at 7.49 µM. 0.78% of 330,000 active. C2C12 myotubes + simvastatin, ATP luminescence, 48 h; scaled: DMSO 0, geranylgeraniol control 100;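 active = mean ATP rescue above about 67%, or every replicate alone reaching that limit, limit read from the data, passing the limit was not always enough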;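 also: myotubes were challenged with 10 µM simvastatin during compound exposure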
miR122 inh: inhibitors of miR-122 in Huh7 cells; AID 602342; 0.3% of 340,000 active; activation (reporter increase), % at 12.5 µM; Huh7 miR-122 Renilla luciferase sensor, 48 h; neutral wells = 0, positive control = 100;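 active = mean replicate activation score at least 90 and every replicate individually at or above 90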;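 also: higher luciferase means less miR-122 activity so hits act as miR-122 inhibitors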
ARNT-TACC3 inh: disruptors of human ARNT/TACC3 interaction | Q9Y6A5 | AlphaScreen His-ARNT PAS-B/GST-TACC3 binding, luminescence; TACC3 fragment carries E629A point mutation | inhibition, % at 9.99 µM | 0.66% of 390,000 active | AID 623870;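 active = mean inhibition of replicates at least 50% and at least half of replicates each reaching 50%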;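 also: 0% = complete ARNT plus TACC3 wells and 100% = ARNT alone without TACC3; many hits fall short of the cut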
ERp5 block: ERp5 (human) disulfide isomerase inhibition. ERp5 insulin aggregation, absorbance 650 nm, 90 min. 0.05% of 350,000 active. AID 651711. Q15084. inhibition, % at 9.99 µM;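 active = mean replicate inhibition above about 25%, with every replicate also reaching it, limit read from the data, passing the limit was not always enough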
Target sequence (Q15084 whole entry, looked up): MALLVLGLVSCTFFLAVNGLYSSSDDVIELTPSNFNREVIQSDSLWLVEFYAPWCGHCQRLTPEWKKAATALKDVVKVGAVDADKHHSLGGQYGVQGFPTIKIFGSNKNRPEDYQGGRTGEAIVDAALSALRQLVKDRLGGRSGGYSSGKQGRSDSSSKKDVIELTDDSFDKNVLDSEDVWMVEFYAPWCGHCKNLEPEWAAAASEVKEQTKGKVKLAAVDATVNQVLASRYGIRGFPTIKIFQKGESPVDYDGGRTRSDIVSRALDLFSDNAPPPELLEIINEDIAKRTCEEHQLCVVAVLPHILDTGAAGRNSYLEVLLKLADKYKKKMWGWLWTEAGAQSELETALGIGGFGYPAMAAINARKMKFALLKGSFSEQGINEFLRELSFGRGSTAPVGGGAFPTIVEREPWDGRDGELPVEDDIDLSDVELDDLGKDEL
SIRT5 block: sirtuin-5 (human) deacylase inhibition. Q9NXA8. inhibition, % at 15 µM. 1.1% of 330,000 active. Purified SirT5, succinyl-peptide AMC, trypsin-coupled fluorescence; in the data active = inhibition above about 15%
Target sequence (Q9NXA8 whole entry, looked up): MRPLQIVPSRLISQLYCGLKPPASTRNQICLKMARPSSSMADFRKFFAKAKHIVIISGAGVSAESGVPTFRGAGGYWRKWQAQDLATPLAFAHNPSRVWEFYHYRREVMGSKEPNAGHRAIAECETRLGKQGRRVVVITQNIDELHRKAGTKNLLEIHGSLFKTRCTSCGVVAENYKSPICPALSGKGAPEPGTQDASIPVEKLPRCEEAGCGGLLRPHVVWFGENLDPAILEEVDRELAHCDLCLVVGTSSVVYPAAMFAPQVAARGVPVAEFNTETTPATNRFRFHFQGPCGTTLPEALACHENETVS
Cneo AK release: causes C. neoformans cell lysis | adenylate kinase release luminescence, 4 h; normalised: neutral wells 0, clomiphene wells 100 | lysis activity, % at 15 µM | 0.2% of 360,000 active;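 active = mean lysis activity across replicates of at least 80%, whatever share of replicates individually reach that level; inactive = mean lysis activity below 80%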
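Test system: log-phase Cryptococcus neoformans yeast cells; Quantity: yeast cell density of 5 × 10^6 cells/mL; Buffer or medium: YPD; Doses: single compound concentration per well; Timing: 4 h at 37 °C static, read 1 h later; Measured by: AK luminescence; Read-out basis: lysis from increased AK signal; Control set: Clomiphene as positive control.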
esBAF inh: SWI/SNF esBAF complex inhibition; reporter increase, % at 12.5 µM; mouse ES cells, Bmi1-luciferase knock-in reporter, 24 h; 100% = twice the neutral-well signal; 2% of 350,000 active; AID 602393; in the data active = activation above about 40%;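 also: 0% = median of the plate's neutral control wells and 100% = double that signal; a rise in the Bmi1 reporter signal indicates esBAF inhibition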
* hit, by the source's call; / = no result given; [ ] = dose if it differs, or a comment.

1. C=CCN(c1ccccc1)S(=O)(=O)c1cccc(C(=O)OCC(=O)NCCOC)c1
2. CC(C)OC(=O)CSc1nc2cccnc2n1C1CCCCC1
3. Cc1ccnc(NC(=O)CCC(=O)N(CC(=O)NC(C)(C)C)c2ccc(F)c(Cl)c2)c1
4. C=CC[C@@H](Cc1ccc(F)cc1)C(=O)OC[C@H]1CCCN1C(=O)[C@H](CC=C)CC(=O)N[C@H](CO)Cc1ccccc1
5. Cc1ccc2c(c1)C1(C)C(C(C)(C)N2C=O)C1(Cl)Cl (configuration not stated)
6. Cc1noc(C)c1NC(=O)N(C)C[C@@H]1Oc2c(cccc2N(C)C)C(=O)N([C@@H](C)CO)C[C@@H]1C
7. CCCNC(=O)N(C)C[C@@H]1Oc2ncc(C#CCc3ccccc3)cc2C(=O)N([C@@H](C)CO)C[C@H]1C
8. C/C(=N/NC(=O)c1ccc(O)cc1)c1cccc([N+](=O)[O-])c1

entry no.	1	2	3	4	5	6	7	8
Statin myotox sup	15	1	/	-8	-6	-50	-9	/
miR122 inh	3	-18	-7	-4	-8	-3[16.7 µM]	-1[16.7 µM]	/
ARNT-TACC3 inh	-1	5	8	-1	1	-2	-5	-5
ERp5 block	0	/	1	-4	-9	-1	1	-3
SIRT5 block	-3	/	5	2	0	-3	4	-1
Cneo AK release	/	-1	/	-1	-2	-4	0	/
esBAF inh	-3	1	/	-1	-2	-5	4	/

9. CCC(=O)N1C[C@@H]2[C@H](c3ccccc31)[C@H](CO)N2Cc1ccccc1F
10. C#CCOCCOCCOCCNc1nc(N2CCN(C(=O)[C@H](CCCCN)n3cc(CN)nn3)CC2)nc(N2CCN(C(=O)[C@H](CCC(=O)O)n3cc([C@@H](N)[C@H](C)CC)nn3)CC2)n1
11. CCN(CC)C(=O)c1ccc2nc([C@@H]3O[C@H](CO)[C@H](O)[C@H](O)[C@H]3O)[nH]c2c1
12. O=C(Nc1nnc([C@@H]2C[C@H](O)[C@@H](CO)O2)s1)NC1CCCCC1
13. Cc1ccc(NC(=S)N(CCCN2CCOCC2)Cc2cccs2)c(C)c1
14. CCc1ccc(CNC(=O)c2ccc(OC)c(OC3CCN(C(C)C)CC3)c2)nc1
15. CCOC(=O)c1cnc2ccc(Cl)cc2c1Nc1ccc(S(=O)(=O)Nc2ncccn2)cc1
16. CC1CCC(NC(=O)CCCCn2c(=O)[nH]c3ccsc3c2=O)CC1 (configuration not stated)

entry no.	9	10	11	12	13	14	15	16
Statin myotox sup	1	2	11	0	7	-6	/	-11
miR122 inh	17[16.7 µM]	-6	7	/	-19	-13	-12	2
ARNT-TACC3 inh	2	9	/	/	2	9	21	-4
ERp5 block	0	2	5	0	/	-3	/	5
SIRT5 block	-1	/	-7	-3	/	0	/	-2
Cneo AK release	58	5	-1	4	4	-2	0	1
esBAF inh	-2	4	-3	1	1	0	/	-2

17. CCCC(=O)Nc1ccc2c(c1)OC[C@H](C)N(Cc1ccccn1)C[C@@H](C)[C@H](OC)CN(C)C2=O
18. COc1ccc(OC(=O)c2ccc3nsnc3c2)cc1
19. COC(=O)c1ccc(NC(=O)c2sc3nc(-c4ccccc4)cn3c2C)cc1
20. C[C@@H]1CN([C@H](C)CO)C(=O)Cc2cc(NS(=O)(=O)c3cn(C)cn3)ccc2O[C@@H]1CN(C)Cc1ccc(C(=O)O)cc1
21. COc1ccccc1CNC(=O)C[C@H]1C[C@@H]2c3cc(N(C)C)ccc3O[C@@H]2[C@H](CO)O1
22. COc1ccc(-n2c(C)cc(/C=C3\C(=N)N4N=C(CC(=O)N5CCOCC5)SC4=NC3=O)c2C)c(OC)c1
23. CCOCC(=O)Nc1nc2ccc(C)cc2s1
24. C/C(Cl)=C/Cn1c(NCCCn2ccnc2)nc2c1c(=O)[nH]c(=O)n2C

entry no.	17	18	19	20	21	22	23	24
Statin myotox sup	-15	-8	-4	-10	-3	-29	/	-5
miR122 inh	/	2	-2	12[16.7 µM]	-5[16.7 µM]	-7	-1	-2
ARNT-TACC3 inh	6	9	-5	6	8	4	-5	5
ERp5 block	5	/	/	-2	-1	-4	/	/
SIRT5 block	1	/	/	-2	-2	5	/	/
Cneo AK release	-5	5	-1	0	0	-1	-2	3
esBAF inh	0	-6	-9	-9	6	-7	/	1

25. CCn1c(=O)cc(OCC(=O)N(C)C2CCCCC2)c2ccccc21
26. Cc1ccc(-n2ncc3c(=O)n(CC(=O)NCC4CCCO4)cnc32)cc1 (configuration not stated)
27. CC(=O)NCC(=O)OCC(=O)c1ccc(Br)cc1
28. C[C@H](NC(=O)C[C@@H]1C=C[C@@H](NC(=O)C2CCOCC2)[C@H](CO)O1)c1ccccc1
29. Cc1ccc(C(=O)CSc2nc(-c3ccccc3)cc(=O)[nH]2)cc1
30. O=C(N[C@H]1CC[C@@H](CC(=O)N2CCOCC2)O[C@H]1CO)c1ccc2c(c1)OCO2
31. CCN(CC)C(=O)Cn1c(=O)n(Cc2ccccc2Cl)c2c1c(=O)n(C)c(=O)n2C
32. Cc1ccccc1Nc1nc(N)nc(CSc2nnc3sc4ccccc4n23)n1

entry no.	25	26	27	28	29	30	31	32
Statin myotox sup	-7	9	14	-5	-1	-1	34	3
miR122 inh	-2	18	-2	/	6	/	-6	33
ARNT-TACC3 inh	-5	-24	-4	-5	-4	-5	-10	0
ERp5 block	-8	/	/	-5	2	4	/	/
SIRT5 block	-3	/	/	-1	-1	2	/	/
Cneo AK release	/	-4	4	1	0	4	-2	1
esBAF inh	0	7	3	-5	-3	-2	12	2

Single records (already shown). Order of values: Statin myotox sup, miR122 inh, ARNT-TACC3 inh, ERp5 block, SIRT5 block, Cneo AK release, esBAF inh
`CCc1ccc(CNC(=O)c2ccc(OC)c(OC3CCN(C(C)C)CC3)c2)nc1` is entered as -6, -13, 9, -3, 0, -2, 0
`C=CCN(c1ccccc1)S(=O)(=O)c1cccc(C(=O)OCC(=O)NCCOC)c1` is entered as 15, 3, -1, 0, -3, /, -3
`Cc1ccc(NC(=S)N(CCCN2CCOCC2)Cc2cccs2)c(C)c1` is entered as 7, -19, 2, /, /, 4, 1
`C/C(=N/NC(=O)c1ccc(O)cc1)c1cccc([N+](=O)[O-])c1` is entered as /, /, -5, -3, -1, /, /
`CC(=O)NCC(=O)OCC(=O)c1ccc(Br)cc1` is entered as 14, -2, -4, /, /, 4, 3

Back to the main list with the 2 entries that preceded the break.
31. CCN(CC)C(=O)Cn1c(=O)n(Cc2ccccc2Cl)c2c1c(=O)n(C)c(=O)n2C
32. Cc1ccccc1Nc1nc(N)nc(CSc2nnc3sc4ccccc4n23)n1
33. C/C=C/c1cnc2c(c1)C(=O)N([C@@H](C)CO)C[C@H](C)[C@@H](CN(C)Cc1ccccc1)O2
34. Cc1ccc(S(=O)(=O)N2CCOCC2)cc1C(=O)OCC(=O)NCc1ccccc1
35. CCOC(=O)C1(Cc2cccc(Cl)c2)CCCN(C(=O)c2occc2C)C1 (configuration not stated)
36. O=C(c1ccc(F)cc1)N1CCC(C(=O)N2CCN(S(=O)(=O)c3cccc(F)c3)CC2)CC1
37. CCOc1ccc(NC(=O)COc2ccc(C(=O)NC3CCCc4ccccc43)cc2OC)cc1 (configuration not stated)
38. CCCCn1c(N)c(N(CC(C)C)C(=O)c2cccc(S(=O)(=O)N(CC)c3ccccc3)c2)c(=O)[nH]c1=O
39. O=C(O)/C=C/c1cccnc1
40. O=C(Nc1cccc(Cl)c1)N[C@@H]1CC[C@H](CCNC(=O)C2CCCC2)O[C@@H]1CO

entry no.	31	32	33	34	35	36	37	38	39	40
Statin myotox sup	34	3	3	1	-1	9	/	3	4	4
miR122 inh	-6	33	-7[16.7 µM]	4	-5	-3	/	4	-5	-5[16.7 µM]
ARNT-TACC3 inh	-10	0	-11	/	2	-7	17	0	-6	-5
ERp5 block	/	/	5	6	0	0	-1	-7	7	1
SIRT5 block	/	/	-2	2	-12	-1	-5	-2	-2	2
Cneo AK release	-2	1	-3	1	0	1	/	-1	0	-7
esBAF inh	12	2	-2	-2	9	-6	/	-2	-3	0

41. C[C@@H]1CN([C@H](C)CO)C(=O)Cc2cc(NC(=O)c3ccncc3)ccc2O[C@H]1CN(C)Cc1ccc(C(F)(F)F)cc1
42. O=C(Nc1cccc(-c2nc3ncccc3o2)c1)c1ccc2c(c1)OCO2
43. C[C@H](CO)N1C[C@H](C)[C@H](CN(C)S(=O)(=O)c2ccc(F)cc2)Oc2c(NC(=O)Nc3ccc(F)cc3)cccc2C1=O
44. O=C(CSc1nnc(NCc2ccccc2)s1)NC1CCS(=O)(=O)C1 (configuration not stated)
45. O=C(NCCC(c1ccccc1)c1ccco1)c1cccs1 (configuration not stated)
46. CC1CCCCN1C(=O)COC(=O)c1cc(-c2cccs2)nn1-c1ccccc1 (configuration not stated)
47. COc1ccc(-n2c(Cc3cccn3C)nnc2SCC(=O)Nc2ccc3c(c2)OCO3)cc1
48. COc1ccc(-c2nnn(CC(=O)N(CC(=O)NC3CCCC3)Cc3ccco3)n2)cc1OC

entry no.	41	42	43	44	45	46	47	48
Statin myotox sup	62	8	-21	11	16	-6	-1	0
miR122 inh	-7[16.7 µM]	-7	11[16.7 µM]	9	7	7	0	-4
ARNT-TACC3 inh	-4	-1	-2	3	-2	1	/	1
ERp5 block	0	0	-2	-1	0	1	1	2
SIRT5 block	-3	0	-7	-5	3	-6	/	-4
Cneo AK release	0	1	-3	-4	-5	-1	-4	/
esBAF inh	-1	-3	-13	4	32	8	0	-5

49. Cc1cc(C)c(NS(=O)(=O)c2ccc3c(c2)n(C)c(=O)n3C)c(C)c1
50. CN(C)c1ccc(C2C3=C(CCCC3=O)OC3=C2C(=O)CCC3)cc1
51. CC1C/C(=N/NC(=O)c2cccc(F)c2)c2ccc(O)cc2C1 (configuration not stated)
52. Cc1ccc(S(=O)(=O)N2CCSC2C(=O)O)cc1 (configuration not stated)
53. COc1cc(C(C)=O)ccc1OC(=O)c1cc2cccc(OC)c2oc1=O
54. CCC(C(=O)NCCc1c[nH]c2cc(OC)ccc12)c1ccccc1 (configuration not stated)
55. CCOP(=O)(OCC)C(NC(=O)c1cccs1)C(F)(F)F (configuration not stated)
56. C/C=C/c1ccc2c(c1)O[C@@H](CN(C)C(=O)c1ccccc1F)[C@H](C)CN([C@H](C)CO)S2(=O)=O
57. CN(C)CC(=O)Nc1ccc2c(c1)[C@H]1C[C@H](CC(=O)NCc3ccc(-c4ccccc4)cc3)O[C@H](CO)[C@H]1O2

entry no.	49	50	51	52	53	54	55	56	57
Statin myotox sup	-4	0	-5	1	/	-5	/	-11	7
miR122 inh	10	/	-13	-3	6	4	/	8[16.7 µM]	2[16.7 µM]
ARNT-TACC3 inh	-6	0	-7	-3	-8	3	-2	7	8
ERp5 block	2	/	/	4	0	-1	-3	4	-2
SIRT5 block	-1	/	/	0	-3	2	-8	0	-2
Cneo AK release	-6	-3	/	3	-1	7	/	46	13
esBAF inh	11	-3	13	-3	/	-5	/	7	10
